Bioassay records from PubChem BioAssay.
tim23-1 inh – growth inhibitors of tim23-1 mutant yeast, primary screen, luminescence, uHTS | inhibition, % at 20 µM | AID 463212, 2010 | S. cerevisiae tim23-1 growth, BacTiter-Glo luminescence, 24 h | hit rate 1.3% among 330,000;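 active = growth inhibition of the mutant yeast at or above 50%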;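 note: temperature-sensitive mutant grown at 25 °C; plate controls were DMSO-treated mutant yeast for no effect and medium wells lacking yeast for full effect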
APJ agonist – agonists of human apelin receptor APJ, primary screen, CHO-K1 cells, PathHunter beta-arrestin, luminescence; P35414; 0% DMSO wells, 100% apelin; activation, % at 20 µM; hit rate 0.11% among 330,000; AID 2520, 2010;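 active = activation more than six SD over the plate average, tested at 20 µM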;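 note: 0% = DMSO alone and 100% = apelin-13 at 10 nM; some results filed as inactive read as strong as hits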
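Incubation: overnight seeding, 90 min compound at 25 °C, 1 h detection; test system: PathHunter CHO-K1 APJ (AGTRL-1) beta-arrestin reporter cells; amount: 1000 cells/well; doses: one dose, 20 µM compound, 1% DMSO; measured by: beta-gal luminescence; measure: agonist-driven arrestin binding to APJ; benchmarks: negative DMSO alone, positive Apelin-13 at 10 nM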
Mdm2-MdmX inh – inhibitors of human Mdm2-MdmX association, primary screen, cell-based, luminescence, split luciferase, SaOS-2, uHTS; SaOS-2 split-luciferase Mdm2/MdmX complementation; inhibition, % at 8 µM; hit rate 3% among 330,000; AID 485346, 2010; Protein Mdm4 (Homo sapiens) + E3 ubiquitin-protein ligase Mdm2 (Homo sapiens), …;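 active = inhibition of at least 50% at 8 µM in the primary screen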
Target sequence (O15151 whole entry, looked up): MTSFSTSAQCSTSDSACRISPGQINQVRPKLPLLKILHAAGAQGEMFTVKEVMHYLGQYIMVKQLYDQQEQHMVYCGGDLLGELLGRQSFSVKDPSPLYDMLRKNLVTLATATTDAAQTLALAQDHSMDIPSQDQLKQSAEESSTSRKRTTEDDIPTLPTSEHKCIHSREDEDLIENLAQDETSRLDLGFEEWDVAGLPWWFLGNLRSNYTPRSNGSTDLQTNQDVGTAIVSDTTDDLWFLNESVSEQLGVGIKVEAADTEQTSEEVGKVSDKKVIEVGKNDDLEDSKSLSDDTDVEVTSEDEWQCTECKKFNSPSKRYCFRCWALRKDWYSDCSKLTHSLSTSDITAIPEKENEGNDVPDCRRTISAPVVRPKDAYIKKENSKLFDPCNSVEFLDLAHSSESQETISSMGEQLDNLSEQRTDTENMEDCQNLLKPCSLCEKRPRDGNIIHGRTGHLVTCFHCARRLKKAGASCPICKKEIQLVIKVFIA
Target sequence (Q00987 whole entry, looked up): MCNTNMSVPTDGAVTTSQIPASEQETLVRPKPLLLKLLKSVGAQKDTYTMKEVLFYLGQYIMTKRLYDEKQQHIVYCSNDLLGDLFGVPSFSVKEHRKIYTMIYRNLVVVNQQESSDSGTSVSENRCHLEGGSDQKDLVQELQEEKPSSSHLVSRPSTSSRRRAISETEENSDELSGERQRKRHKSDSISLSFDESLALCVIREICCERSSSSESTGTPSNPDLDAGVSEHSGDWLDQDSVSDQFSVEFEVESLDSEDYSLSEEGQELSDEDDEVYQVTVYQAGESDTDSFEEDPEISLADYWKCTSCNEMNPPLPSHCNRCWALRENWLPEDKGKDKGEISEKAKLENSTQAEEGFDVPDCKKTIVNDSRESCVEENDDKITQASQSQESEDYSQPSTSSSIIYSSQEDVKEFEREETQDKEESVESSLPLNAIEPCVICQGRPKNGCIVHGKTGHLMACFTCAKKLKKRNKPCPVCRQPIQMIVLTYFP
CCR6 antag – CCR6 receptor antagonists, primary screen, cell-based, CHO-K1, luminescence, beta-arrestin, uHTS; hit rate 0.49% among 340,000; CHO-K1 CCR6 PathHunter beta-arrestin, CCL20-stimulated; C-C chemokine receptor type 6 (Homo sapiens), P51684; inhibition, % at 20 µM;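 active = compounds whose inhibition of the agonist-driven luminescence signal at 20 µM reaches about 50%, limit read from the data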;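 note: cells stimulated with CCL20 at 14 nM final; plate controls were DMSO with CCL20 for no effect and DMSO without agonist for full effect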
CHOP UPR activ – activators of apoptotic CHOP UPR arm, primary screen, cell-based, CHO-CHOP luciferase reporter, luminescence, uHTS; hit rate 0.34% among 330,000; activation, % at 10 µM; UPR activation; percent of tunicamycin response over DMSO baseline;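 active = at 10 µM dose, activation of 40% or more, normalized to positive control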;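 note: 100% = tunicamycin at 10 µg/mL and 0% = DMSO alone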
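assay system = CHO CHOP reporter cells | amount = 500 CHO-CHOP cells per well | buffer or medium = F12 with 10% FBS | incubation = 16-18 h cell attachment, then 6 h compound exposure, 37 °C | detection = luminescence read with Steady-Glo | read-out = percent activation relative to tunicamycin control | controls = tunicamycin high control, DMSO low control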
UPR XBP1 act – activators of adaptive XBP1 UPR arm, primary screen, cell-based, CHO-XBP1 luciferase reporter, luminescence, uHTS. activation, % at 20 µM. hit rate 0.33% among 330,000. IRE1-XBP1 UPR activation; percent of tunicamycin response, DMSO as zero;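 active = versus positive control, 20 µM dose yields 30% or more activation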;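 note: 100% = tunicamycin at 10 µg/mL and 0% = DMSO only wells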
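Signal: luciferase luminescence; Assay system: CHO-XBP1 luciferase reporter cells; Amount: one thousand reporter cells per well; Dosing: 20 µM single concentration, DMSO 1%; Benchmarks: high control tunicamycin 10 µg/mL final, low control DMSO vehicle only; Schedule: 6 h compound exposure at 37 °C, 5% CO2; Evaluation: percent activation relative to tunicamycin reference.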
APJ antag – antagonists of human apelin receptor APJ, primary screen, CHO-K1 cells, beta-arrestin complementation, luminescence. inhibition, % at 20 µM. hit rate 0.32% among 330,000;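 active = inhibition above about 40% at 20 µM, limit read from the data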;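 note: cells challenged with 10 nM apelin-13 agonist together with compound; plate controls were apelin-13 plus DMSO wells for no effect and DMSO wells lacking apelin-13 for full effect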
EBI2 block – EBI2 receptor antagonists, beta-arrestin recruitment, primary screen, cell-based, luminescence, 7a,25-OHC stimulation, uHTS | G-protein coupled receptor 183 (Homo sapiens), P32249 | 7a,25-OHC stimulated | inhibition, % at 5 µM | hit rate 0.81% among 360,000; in the data active = inhibition above about 38%;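 note: enzyme fragment complementation signal reports receptor beta-arrestin coupling in cells; 0% = agonist plus DMSO wells and 100% = wells without agonist; some results beyond the cut were filed as inactive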
CXCR6 block – CXCR6 receptor inhibitors, primary screen, cell-based, beta-arrestin, luminescence, CHO-K1 PathHunter, 1536-well | hit rate 0.36% among 360,000 | AID 602244, 2012 | C-X-C chemokine receptor type 6 (Homo sapiens), O00574 | inhibition, % at 20 µM; in the data active = inhibition above about 34%, passing the limit was not always enough;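 note: antagonist mode with CXCL16 agonist at 10 nM final; 0% = 10 nM CXCL16 with DMSO and 100% = unstimulated wells without agonist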
* hit, by the source's call. These rows are one share of the data; the hit share may differ from the screen's.

Screening O=C(O)C(Cc1ccc(F)cc1)c1ccccc1 (stereo unspecified) returned tim23-1 inh 10, APJ agonist -3, Mdm2-MdmX inh 6, CCR6 antag 4, CHOP UPR activ -2.6, UPR XBP1 act -2, APJ antag -8, EBI2 block -4 and CXCR6 block 3.
`CC(C)COC(=O)NC1c2ccccc2Oc2ccccc21` gave tim23-1 inh -11, APJ agonist -2, Mdm2-MdmX inh 24, CCR6 antag 20, CHOP UPR activ -0.7, UPR XBP1 act 1, APJ antag -12, EBI2 block 9 and CXCR6 block -4.
Screening CC(=O)NCc1nc2ccccc2n1Cc1ccccc1C returned tim23-1 inh 16, APJ agonist 0, Mdm2-MdmX inh -7, CCR6 antag 3, CHOP UPR activ -1.1, UPR XBP1 act -2, APJ antag 4, EBI2 block 4 and CXCR6 block -1.
`Cn1c(NCCc2ccccc2)cc(=O)n(C)c1=O` gave tim23-1 inh -5, APJ agonist -3, Mdm2-MdmX inh 10, CCR6 antag 3, CHOP UPR activ -2.0, UPR XBP1 act -3, APJ antag 13, EBI2 block 0 and CXCR6 block 5.
Screening N#Cc1ccc(C23CC4(C2)[C@H](CN(CC2CCCCC2)[C@@H]4c2ccccc2)C3c2ccc(C(F)(F)F)cc2)cc1 (stereo partly specified) returned tim23-1 inh 13, APJ agonist -4, Mdm2-MdmX inh 24, CHOP UPR activ -1.2, UPR XBP1 act -2 and APJ antag 4.
Screening O=C(CN1C(=O)C2CC=CCC2C1=O)Nc1ccc(OC(F)(F)F)cc1 (stereo unspecified) returned tim23-1 inh -28, APJ agonist 1, Mdm2-MdmX inh -12, CCR6 antag -1, CHOP UPR activ 1.4, UPR XBP1 act -1, APJ antag -20, EBI2 block 1 and CXCR6 block -3.
For C=CCn1c(CSc2nnc(-c3ccccc3)n2C)n[nH]c1=S the results were tim23-1 inh -8, APJ agonist -4, Mdm2-MdmX inh 16, CCR6 antag 1, CHOP UPR activ -1.3, UPR XBP1 act -2, APJ antag 7, EBI2 block 4 and CXCR6 block 3.
CCc1cccc2c(C(=O)COC(=O)c3nccnc3N)c[nH]c12 was read as tim23-1 inh 18, APJ agonist 2, Mdm2-MdmX inh 20, CCR6 antag 1, CHOP UPR activ 6.1, UPR XBP1 act 2, APJ antag -36, EBI2 block 5 and CXCR6 block 2.
For FC(F)Sc1ccc(-n2c(-c3ccc(Cl)cc3)c[n+]3c2CCC3)cc1 the results were tim23-1 inh -22, APJ agonist -2, Mdm2-MdmX inh 13, CCR6 antag 8, CHOP UPR activ -2.2, UPR XBP1 act -2, APJ antag 4, EBI2 block -4 and CXCR6 block 20.
Screening C[C@]12C(=O)N(c3cccc(F)c3)C(=O)N1[C@@H]1c3ccccc3OC[C@@H]1[C@H]2c1ccccc1 returned tim23-1 inh 6, APJ agonist 5, Mdm2-MdmX inh -2, CCR6 antag 17, CHOP UPR activ -0.3, UPR XBP1 act 1, APJ antag -1, EBI2 block 0 and CXCR6 block 5.
Screening CCOc1ccc(-c2cc(C(=O)NCCCN3CCCC3)c3ccccc3n2)cc1 returned tim23-1 inh -17, APJ agonist -2, Mdm2-MdmX inh 16, CCR6 antag 18, CHOP UPR activ 2.1, UPR XBP1 act -2, APJ antag 3, EBI2 block 3 and CXCR6 block -4.
`O=[N+]([O-])c1cccnc1Oc1ccc(F)cc1F` gave tim23-1 inh 12, APJ agonist -2, Mdm2-MdmX inh 12, CCR6 antag -1, CHOP UPR activ -2.0, UPR XBP1 act -1, APJ antag -2, EBI2 block -16 and CXCR6 block -5.
COc1ccc(-c2noc(=O)n2Cc2ccccc2F)cc1 was read as tim23-1 inh 20, APJ agonist -3, Mdm2-MdmX inh 40, CCR6 antag -2, CHOP UPR activ 1.6, UPR XBP1 act -4, APJ antag 11, EBI2 block 5 and CXCR6 block -16.
For O=C(CC1C(=O)OCC2CCCCN21)Nc1ccccc1C(F)(F)F (stereo unspecified) the results were tim23-1 inh 13, APJ agonist -2, Mdm2-MdmX inh -12, CCR6 antag 15, CHOP UPR activ 0.7, UPR XBP1 act 4, APJ antag -3, EBI2 block -8 and CXCR6 block -3.
`COc1ccc(Nc2ncccc2C(=O)NCc2ccccc2)cc1` gave tim23-1 inh 42, APJ agonist -2, Mdm2-MdmX inh -13, CCR6 antag -8, CHOP UPR activ -1.8, UPR XBP1 act 0, APJ antag 8, EBI2 block 8 and CXCR6 block 1.
`O=C(NC1CCCC1)c1cccc2c1C(=O)c1ccc(/C=C/c3ccccc3)cc1S2(=O)=O` gave tim23-1 inh 13, APJ agonist 2, Mdm2-MdmX inh -19, CCR6 antag 10, CHOP UPR activ -2.8, UPR XBP1 act -4, APJ antag -4, EBI2 block -14 and CXCR6 block -2.
`COc1ccc(Nc2ncnc3c2cnn3-c2ccccc2)cc1OC` gave tim23-1 inh -2, APJ agonist -1, Mdm2-MdmX inh -16, CCR6 antag 4, CHOP UPR activ 4.4, UPR XBP1 act 3, APJ antag -59, EBI2 block 10 and CXCR6 block -5.
For N#C/C(=C(/O)CCl)c1nnc2n1CCCCC2 the results were tim23-1 inh 2, APJ agonist 0, Mdm2-MdmX inh -17, CCR6 antag -2, CHOP UPR activ 0.0, UPR XBP1 act -1, APJ antag 5, EBI2 block 2 and CXCR6 block -2.
`COc1cc2c(C(=O)NCCCOC(C)C)cn(CC(C)C)c(=O)c2cc1OC` gave tim23-1 inh 3, APJ agonist -1, Mdm2-MdmX inh 10, CCR6 antag -5, CHOP UPR activ -0.3, UPR XBP1 act 1, APJ antag 15, EBI2 block 3 and CXCR6 block -5.
`O=[N+]([O-])c1ccc(/C=C/c2ccc3cccc([N+](=O)[O-])c3n2)cc1` gave tim23-1 inh 26, APJ agonist 5, Mdm2-MdmX inh 2, CCR6 antag -3, CHOP UPR activ 2.8, UPR XBP1 act 0, APJ antag -58, EBI2 block 11 and CXCR6 block -18.
`CC(=O)N1CCN(c2ccc(NC(=O)c3cccc(Cl)c3Cl)cc2)CC1` gave tim23-1 inh 17, APJ agonist -1, Mdm2-MdmX inh 8, CCR6 antag 4, CHOP UPR activ -1.4, UPR XBP1 act -5, APJ antag 9, EBI2 block -9 and CXCR6 block 18.
Screening Cc1ccc(NC(=O)/C(=C\c2cccnc2)NC(=O)c2ccccc2)cc1 returned tim23-1 inh 8, APJ agonist 4, Mdm2-MdmX inh 14, CCR6 antag 20, CHOP UPR activ -0.7, UPR XBP1 act -4, APJ antag 19, EBI2 block -7 and CXCR6 block 1.
For Cc1c(Br)c([N+](=O)[O-])nn1CC(=O)N1CCN(C23CC4CC(CC(C4)C2)C3)CC1 the results were tim23-1 inh 15, APJ agonist -7, Mdm2-MdmX inh 1, CCR6 antag 11, CHOP UPR activ 0.0, UPR XBP1 act -3, APJ antag -11, EBI2 block -1 and CXCR6 block 6.
For O=C(NC1(C(F)(F)F)NC(=O)N(Cc2ccccc2)C1=O)c1cccs1 (stereo unspecified) the results were tim23-1 inh 22, APJ agonist 3, Mdm2-MdmX inh 15, CCR6 antag 18, CHOP UPR activ -0.6, UPR XBP1 act -1, APJ antag -43, EBI2 block -9 and CXCR6 block -7.
`CC(=O)NC(Cc1ccccc1)Cc1ccccc1` gave tim23-1 inh 8, APJ agonist -1, Mdm2-MdmX inh 18, CCR6 antag 13, CHOP UPR activ -2.4, UPR XBP1 act -6, APJ antag 2, EBI2 block -7 and CXCR6 block 4.
`Cc1ccc(C2NC(=O)c3sc(=S)n(-c4ccccc4)c3N2)cc1` (stereo unspecified) gave tim23-1 inh -4, APJ agonist -3, Mdm2-MdmX inh 7, CCR6 antag 0, CHOP UPR activ 0.2, UPR XBP1 act 1, APJ antag 0, EBI2 block 8 and CXCR6 block -8.
For CCCCCNC(=O)C(=O)C1C(=O)Nc2ccccc21 (stereo unspecified) the results were tim23-1 inh 3, APJ agonist -4, Mdm2-MdmX inh 30, CCR6 antag 8, CHOP UPR activ -0.9, UPR XBP1 act -2, APJ antag -1, EBI2 block 3 and CXCR6 block -1.
Screening O=C(OCCc1ccccc1)c1cc(O)c(O)c(O)c1 returned tim23-1 inh -2, APJ agonist 5, Mdm2-MdmX inh -20, CCR6 antag -6, CHOP UPR activ 118*, UPR XBP1 act 12, APJ antag -42, EBI2 block -3 and CXCR6 block -9.
COc1ccc2cc(/C=C/C(=O)N3CCN(CC(=O)N4CCCCCC4)CC3)ccc2c1 was read as tim23-1 inh 23, APJ agonist 2, Mdm2-MdmX inh -20, CCR6 antag 0, CHOP UPR activ 3.1, UPR XBP1 act 1, APJ antag 1, EBI2 block 60* and CXCR6 block -2.
`CC(C)(CO)C(O)C(=O)NCCC#N` (stereo unspecified) gave tim23-1 inh 0, APJ agonist -3, Mdm2-MdmX inh 18, CCR6 antag -6, CHOP UPR activ 0.2, UPR XBP1 act -2, APJ antag -4, EBI2 block -1 and CXCR6 block -1.
C=CCNC(=O)Nc1ccc2oc(C)nc2c1 was read as tim23-1 inh 7, APJ agonist 4, Mdm2-MdmX inh 12, CCR6 antag 4, CHOP UPR activ 0.8, UPR XBP1 act -4, APJ antag -24, EBI2 block 0 and CXCR6 block -2.
Screening Cc1ccc(N(C(=O)C(F)(F)F)C(C(=O)NC2CCCCC2)c2cccs2)cc1C (stereo unspecified) returned tim23-1 inh 15, APJ agonist -5, Mdm2-MdmX inh 20, CCR6 antag 4, CHOP UPR activ -3.0, UPR XBP1 act -1, APJ antag 10, EBI2 block -1 and CXCR6 block -1.
For Cc1ccc2nc(Cl)c(C3CC(c4cccs4)=NN3C(=O)CCCC(=O)O)cc2c1 (stereo unspecified) the results were tim23-1 inh -2, APJ agonist -2, Mdm2-MdmX inh -10, CCR6 antag 0, CHOP UPR activ -2.9, UPR XBP1 act -5, APJ antag -2, EBI2 block -1 and CXCR6 block -6.
Screening CCCOc1ccc(CN(C(=O)c2cccc(OC)c2)C2CCS(=O)(=O)C2)cc1 (stereo unspecified) returned tim23-1 inh 11, APJ agonist 4, Mdm2-MdmX inh -10, CCR6 antag 12, CHOP UPR activ 3.4, UPR XBP1 act -4, APJ antag 16, EBI2 block 9 and CXCR6 block 2.
